# MCF10A rereplic: A quantitative high throughput screen for small molecules that induce DNA re-replication in MCF 10a normal breast cells; AID 624296, 2012; 2.9% of 350,000 active; MCF 10A DNA re-replication, Hoechst nuclear intensity, 48 h; Potency, µM (doses to about 46.1 µM), for the others: at the top dose activity, positive = re-replication, most hits filed as activators; note: potency is the fitted concentration of half-maximal effect; % of control where 0% means no effect; nearly all actives have a fitted effect of over 50% in size
# KB-V1 cytotox: qHTS assay for MDR1-selective chemotherapeutics: Primary screen using the drug-selected MDR subline cells KB-V1. Potency, µM (series often up to 46.1 µM), for the others: top-dose activity change, negative = cytotoxicity, actives largely listed as cytotoxic. KB-V1 MDR cells viability, CellTiter-Glo, 72 h. 3.4% of 400,000 active; note: potency is the fitted concentration of half-maximal effect; % is set by controls: 0 for no effect and ±100 for the full control effect; nearly all actives have a fitted effect of over 60% in size
#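 KB-V1 cells (P-gp-expressing MDR subline of KB-3-1) in phenol-red-free DMEM with 10% FBS were exposed to library compounds over a concentration series for 72 h at 37 degrees C. Viability read by CellTiter-Glo luminescence; concentration-effect curves fitted after normalization.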
# WRN helicase inh: qHTS for Inhibitors of WRN Helicase. Bifunctional 3'-5' exonuclease/ATP-dependent helicase WRN (Homo sapiens), Q14191. WRN helicase unwinding, fluorescent forked duplex, kinetic. Potency, µM (series often up to 114 µM), for inactives: at the highest dose activity change, negative = inhibition, most hits filed as inhibitors. 0.46% of 360,000 active. AID 651768, 2012; note: potency is the fitted concentration of half-maximal effect; % is set by controls: 0 for no effect and ±100 for the full control effect; nearly all actives have a fitted effect of over 55% in size
# Target sequence (Q14191 whole entry, looked up): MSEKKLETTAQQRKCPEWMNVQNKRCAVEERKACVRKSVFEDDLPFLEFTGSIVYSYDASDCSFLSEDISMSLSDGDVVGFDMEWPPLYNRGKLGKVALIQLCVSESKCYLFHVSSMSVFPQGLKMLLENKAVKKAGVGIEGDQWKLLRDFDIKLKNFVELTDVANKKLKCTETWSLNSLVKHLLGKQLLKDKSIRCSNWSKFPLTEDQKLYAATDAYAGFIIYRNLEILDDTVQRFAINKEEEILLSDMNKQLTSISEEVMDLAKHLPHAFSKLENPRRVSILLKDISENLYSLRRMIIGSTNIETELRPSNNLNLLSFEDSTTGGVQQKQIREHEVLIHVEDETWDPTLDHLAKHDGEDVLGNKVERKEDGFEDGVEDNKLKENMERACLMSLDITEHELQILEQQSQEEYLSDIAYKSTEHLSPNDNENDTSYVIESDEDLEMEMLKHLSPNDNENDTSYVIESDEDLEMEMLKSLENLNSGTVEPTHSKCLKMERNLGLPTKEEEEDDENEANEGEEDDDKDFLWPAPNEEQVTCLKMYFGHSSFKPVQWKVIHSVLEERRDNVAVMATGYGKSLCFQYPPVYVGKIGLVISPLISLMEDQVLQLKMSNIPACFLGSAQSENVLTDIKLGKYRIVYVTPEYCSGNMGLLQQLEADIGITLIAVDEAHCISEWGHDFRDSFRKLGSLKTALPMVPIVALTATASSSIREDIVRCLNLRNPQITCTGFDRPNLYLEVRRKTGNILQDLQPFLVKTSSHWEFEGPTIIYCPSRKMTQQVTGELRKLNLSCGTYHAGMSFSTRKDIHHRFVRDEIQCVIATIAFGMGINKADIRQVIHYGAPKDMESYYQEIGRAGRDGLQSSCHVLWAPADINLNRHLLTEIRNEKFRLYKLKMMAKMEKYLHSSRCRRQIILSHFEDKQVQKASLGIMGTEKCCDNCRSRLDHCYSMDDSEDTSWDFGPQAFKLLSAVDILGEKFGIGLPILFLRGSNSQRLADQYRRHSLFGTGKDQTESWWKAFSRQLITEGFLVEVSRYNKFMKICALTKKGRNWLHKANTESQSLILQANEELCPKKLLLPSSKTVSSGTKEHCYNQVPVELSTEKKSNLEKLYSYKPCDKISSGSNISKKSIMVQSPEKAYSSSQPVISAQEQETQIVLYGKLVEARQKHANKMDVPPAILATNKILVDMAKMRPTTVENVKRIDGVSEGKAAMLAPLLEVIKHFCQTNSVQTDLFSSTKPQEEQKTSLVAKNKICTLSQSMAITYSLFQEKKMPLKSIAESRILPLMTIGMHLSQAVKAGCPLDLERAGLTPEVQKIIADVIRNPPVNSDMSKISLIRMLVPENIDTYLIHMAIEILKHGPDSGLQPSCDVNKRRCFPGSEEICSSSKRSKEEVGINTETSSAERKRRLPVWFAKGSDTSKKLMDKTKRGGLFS
#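 WRN at 20 nM final was preincubated with compound for 15 min at room temperature; reaction started with 100 nM forked duplex oligonucleotide carrying fluorophore and quencher plus 2 mM ATP (final). Unwinding followed kinetically by red fluorescence (ex 525/em 598 nm).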
# ATXN2 expr inh: Primary qHTS for Inhibitors of ATXN expression. HEK-293 ATXN2-luciferase reporter, luminescence, 24 h. Potency, µM (doses to about 57 µM), for inactives: at the top dose activity change, negative = inhibition, most hits filed as inhibitors. 0.72% of 360,000 active. AID 1745845, 2022; note: potency is the fitted concentration of half-maximal effect; % is set by controls: 0 for no effect and ±100 for the full control effect; nearly all actives have a fitted effect of over 55% in size
#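 qHTS (up to 57 uM final) was run with 24 h compound exposure of reporter cells at 37 °C. Each well was multiplexed: SteadyGlo luminescence measured ATXN2-luciferase expression after a fluorogenic Gly-Phe-AFC viability readout (25 uM final).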
# HT1080-NT tox: qHTS for induction of synthetic lethality in tumor cells producing 2HG: qHTS for the HT-1080-NT fibrosarcoma cell line. HT-1080-NT fibrosarcoma viability, CellTiter-Glo ATP luminescence, 48 h. Potency, µM (doses to about 46.1 µM), for the others: at the top dose activity, negative = less viability, actives largely listed as cytotoxic. 1.6% of 360,000 active;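 note: NT is the 2HG producing partner of a matched IDH1 knockdown line; potency is the fitted concentration of half-maximal effect; 0% = DMSO-treated cells and -100% = media-only wells without cells; nearly all actives have a fitted effect of over 55% in size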
#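 Toxicity toward the 2HG-producing NT line was scored as %Activity, normalised to DMSO and no-cell wells, from CellTiter-Glo luminescence after 48 hours' treatment.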
# IL-1B inflam inh: qHTS for Inhibitors of Inflammasome Signaling: IL-1-beta AlphaLISA Primary Screen. 4.7% of 360,000 active. THP-1 LPS/ATP IL-1B secretion, AlphaLISA, 16 h; stronger effect = lower value. activity change, % at 57.5 µM; in the data active = activity change below about -50%; inconclusive = mostly about -30% to -49%; note: % is set by controls: 0 for no effect and ±100 for the full control effect
#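 THP-1 cells pretreated 1 hr with compounds (up to 57.5 uM final), then stimulated with LPS (250 ng/mL final) plus ATP (1.25 mM final); secreted IL-1B measured by AlphaLISA after 16 hr, decreased signal indicating inhibition.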
# KB-3-1 tox: qHTS assay for MDR1-selective chemotherapeutics: Primary screen using the parental adenocarcinoma cell KB-3-1; AID 1347075, 2019; KB-3-1 viability, CellTiter-Glo ATP luminescence, 72 h; 1.4% of 400,000 active; Potency, µM (highest dose often 46.1 µM), inactives show at the top dose activity change, negative = cytotoxic, usual class: cytotoxic; note: potency is the fitted concentration of half-maximal effect; % is set by controls: 0 for no effect and ±100 for the full control effect; nearly all actives have a fitted effect of over 60% in size
#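 Using CellTiter-Glo luminescence, growth of non-resistant KB-3-1 adenocarcinoma cells is assessed 72 h after pin-tool compound addition at 37 °C. Normalized responses across the concentration series yield fitted curves.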
# HT1080 IDH1KD tx: qHTS for induction of synthetic lethality in tumor cells producing 2HG: qHTS for the HT-1080-IDH1KD cell line; Potency, µM (top dose mostly 46.1 µM), without a hit: top-dose activity, negative = toxicity, most hits filed as cytotoxic; HT-1080 IDH1 knockdown viability, ATP luminescence, 48 h; 2% of 360,000 active; AID 686971, 2013;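 note: potency is the fitted concentration of half-maximal effect; 0% = DMSO wells and -100% = cell-free medium wells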
#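 Cytotoxicity counter-line: IDH1KD HT-1080, 48 h, CellTiter-Glo. Curves classed by r2, magnitude and activity.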
# SW480 rerep: A quantitative high throughput screen for small molecules that induce DNA re-replication in SW480 colon adenocarcinoma cells; Potency, µM (titrated, usually from 46.1 µM), without a hit: at the top dose re-replication activation, usual class: activators; SW480 DNA re-replication, Hoechst DNA content imaging, 48 h; 1.8% of 340,000 active; note: potency is the fitted concentration of half-maximal effect; % of control where 0% means no effect; nearly all actives have a fitted effect of over 55% in size
#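 DNA re-replication was detected as more nuclei of elevated Hoechst intensity after 48 hr exposure to compound (23 nL pinned per well of 250 cells).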
# An asterisk follows results filed as active; ? = inconclusive; · = not tested or not shown; [ ] = remark or other dose. Unless noted, calls come from the whole dose curve; as a rule, active = well fitted curve in the direction sought with a large enough effect; inconclusive = small, poorly fitted or top-dose-only effect, or another doubt; inactive = no such curve, though single readings can be large; an effect the other way counts as inactive or inconclusive.
SMILES,MCF10A rereplic,KB-V1 cytotox,WRN helicase inh,ATXN2 expr inh,HT1080-NT tox,IL-1B inflam inh,KB-3-1 tox,HT1080 IDH1KD tx,SW480 rerep
CC(=O)Nc1ccc(S(=O)(=O)N2CCCC2C(=O)Nc2ccc3c(c2)OCCO3)cc1 (centres undefined),-3%,2%,-11%,2%[11.3 µM],3%,39,1%,20%,-10%
COCCNC(=S)N(Cc1cccnc1)Cc1ccc(OC)c(OC)c1,-1%,?,7%,3%,1%,0,-3%,-6%,-62%[inhibitor]
COCCCNC(=O)c1ccc(Cn2c(=O)[nH]c3ccccc3c2=O)cc1,?,2%,5%,4%,18%,6,14%,8%,?
Cc1cc(F)ccc1C(O)c1ncc(-c2cccc(OCc3ccccc3)c2)[nH]1 (centres undefined),·,-16%,-7%,?,?,-14,?,?,·
Nc1ncc(Br)cc1S(=O)(=O)NC1CCCCC1,5%,-7%,-11%,7%,-1%,5,-26%,-25%,?
CCN(CC)S(=O)(=O)N1CCC(C(=O)NCCC2=CCCCC2)CC1,-2%,-16%,0%,·,8%,18,4%,9%,-72%[inhibitor]
CC(=O)c1ccc(OCc2cc(C(=O)N(C)C(C)c3ccon3)no2)cc1 (centres undefined),0%,-3%,?,1%,-5%,-7,3%,-7%,-2%
O=C(NCc1ccc2c(c1)OCO2)C(c1ccco1)N(C(=O)c1csnn1)c1ccccc1 (centres undefined),-1%,-3%,2%,17%,2%,19,9%,2%,1%
CCCc1nc(SCC(=O)NNC(=O)c2ccc(OC)cc2)c2ccccc2n1,4%,14%,-1%,-19%,0%,9,-1%,0%,-17%
CN1C(=O)c2ccc(NC(=O)C3CCCCC3)cc2C1=O,10µM*,5%,-19%,13%,0%,-15,0%,5%,16µM*
CCOc1cc(C(=O)CSc2nnc(CNc3ccc(Cl)cc3)o2)ccc1NC(=O)CC,?,21µM*,7%,32µM*,-22%,-103*,?,?,11%
Cc1ccc(CCNC(=O)c2nn(C)c3c2CS(=O)(=O)c2ccccc2-3)cc1,1%,-7%,-3%,-2%,14%,0,7%,8%,?
CC[C@@H](C)[C@@H](C(=O)N1CCN(C(=O)OC(C)(C)C)CC1)n1cc(CCCCNC(=O)OC(C)(C)C)nn1,?,21µM*,1%,?,-2%,-22,?,-2%,-4%
CCCCNC(=S)NNC(=O)CCn1nc(C)c(Br)c1C,6%,-17%,-5%,1%,0.89µM*,7,2%,1.1µM*,8.2µM*
CCc1nc2ccc(C(=O)Nc3cccc(OCC(=O)N(C)C)c3)cn2c1N(C)Cc1ccc(OC)cc1,·,?,-13%,0%,?,-12,-20%,-17%,·
COc1ccc(-c2nc(=S)c3c(n2CCN2CCOCC2)CC(C)(C)OC3)cc1,-8%,17%,2%,3%,10%,32,8%,7%,3%
CCOC(=O)C1=C(SCC)c2cc3c(n2C1=O)CCCC3,?,-4%,-15%,-27%,-3%,-8,0%,-2%,-1%
O=S(=O)(c1cccs1)N1CN(Cc2ccc(Cl)cc2)c2nc3ccccc3nc21,-1%,2%,4%,18%,11%,-22,-4%,7%,-4%
CC(C)(C)Cc1nc2ccccc2n1CCc1ccccc1,?,18µM*,-13%,-18%,?,-11,?,?,9%
CC1Cc2ccccc2N1S(=O)(=O)c1cccc(C(=O)OCC(=O)N2CCOCC2)c1 (centres undefined),-9%,-5%,6%,-5%,2%,20,-4%,0%,-2%
COc1cc2ccccc2cc1C(=O)OCC(=O)N(CC(C)C)c1c(N)n(Cc2ccccc2)c(=O)[nH]c1=O,-4%,-2%,0%,3%,0%,-16,?,0%,6%
Cc1[nH]c2ccccc2c1/C=N/NC(=O)Nc1ccccc1,-1%,-13%,-5%,·,-10%,51,2%,2%,-37%[inhibitor]
Cc1ccc(S(=O)(=O)CC(=O)c2ccccc2[N+](=O)[O-])cc1,12%,32%,2%,·,9%,2,3%,10%,5%
CC(=O)Cc1nsc(NC(=O)c2cc(-c3ccc(Cl)c(Cl)c3)oc2C)n1,?,?,-7%,-2%,0%,0,1%,1%,1%

# A few values from the entries so far:
# O=S(=O)(c1cccs1)N1CN(Cc2ccc(Cl)cc2)c2nc3ccccc3nc21 @ HT1080 IDH1KD tx = 7%
# CCCCNC(=S)NNC(=O)CCn1nc(C)c(Br)c1C @ ATXN2 expr inh = 1%

# Other results
SMILES,MCF10A rereplic,KB-V1 cytotox,WRN helicase inh,ATXN2 expr inh,HT1080-NT tox,IL-1B inflam inh,KB-3-1 tox,HT1080 IDH1KD tx,SW480 rerep
COC(=O)C1(C(=O)OC)C[C@H](c2cccs2)N(Cc2ccccc2OC)[C@@H]1c1ccc(F)cc1,·,?,0%,·,-24%,-6,?,-10%,·
CN(C)Cc1cc(C(C)(C)C)cc(N2CCOCC2)c1O,15%,-1%,2%,-16%,9%,-16,6%,-6%,-1%
COc1ccc(/C=N/n2cnc3c([nH]c4ccc(Br)cc43)c2=O)cc1CN1CCOCC1,?,?,1%,-22%,3%,-88*,?,1%,?
O=C(Nc1ccc(F)c(Cl)c1)c1cc(C2CCCN(S(=O)(=O)c3ccccc3)C2)on1 (centres undefined),·,1%,-2%,-22%,-24%,-15,-2%,?,·
CCCCn1c(SCc2nc3ccccc3s2)nc2ccccc2c1=O,?,?,2%,-14%,4%,0,23µM*,5%,-5%
CCNC(=O)C/C(C)=N/NC(=O)C1CCCCC1,25%,0%,9%,-6%,10%,11,0%,18%,-1%
CCOc1c(N2CCOCC2)c(=O)c1=O,0%,15%,-3%,8%,14%,10,8%,19%,?
COc1ccc(C2N(c3ccc4c(c3)OCCO4)C(=O)C2(F)F)cc1OC (centres undefined),-8%,3%,-6%,27%,3%,-79*,-3%,-7%,?
O=C(NCc1ccco1)c1ccc2[nH]c(=O)c(=O)[nH]c2c1,5%,14%,-2%,·,0%,10,6%,-2%,-11%
COc1ccnc(-n2cccc2C=O)c1C#N,0%,17%,2%,-29%,18%,1,0%,16%,-2%
COc1ccc(OC)c(NC(=O)C2=C(C)Nc3ncnn3C2c2cccs2)c1 (centres undefined),1%,-6%,-2%,2%,1%,-29,22%,-1%,1%
CCOc1ccc(CCN2C(=S)N([C@@H](CC(C)C)CN3CCCC3CN3C(=S)NC[C@@H]3CC(C)C)C[C@@H]2Cc2ccccc2)cc1 (some centres undefined),-4%,11%,0%,2%,-1%,15,-4%,4%,-9%
CC1CCN(N=Nc2nc3c([nH]2)c(=O)n(C)c(=O)n3C)CC1,-30%,4%,-4%,18%,-4%,14,1%,-2%,5%
Cc1ccc(C(=O)NNC(=O)c2ccc3ncccc3c2)cc1,-4%,-24%,2%,0%,12%,-12,0%,?,-4%
CCC(=O)c1ccc2c(c1)OCCO2,-4%,0%,5%,6%,6%,-6,4%,6%,4%
Cc1ccc(NC(=O)CN(C)C(=O)c2ccc(Br)o2)cc1,3%,-14%,1%,8%,1%,20,-5%,4%,4%
Cc1noc(C)c1S(=O)(=O)N(CC(=O)N1CCCC1)c1ccc(C(C)C)cc1,-9%,?,-3%,-15%,0%,-7,18%,0%,-8%
O=C(c1cc2c(s1)CCCC2)n1cccn1,0%,-1%,1%,5%,1%,0,-1%,1%,-7%
Cc1ccc(-n2nnnc2CNC(=O)C2CC(=O)N(c3ccc(F)cc3)C2)cc1C (centres undefined),-10%,0%,0%,8%,0%,-15,15%,0%,-5%
COC(=O)COc1ccc(S(=O)(=O)NCc2ccco2)cc1Cl,0%,10%,4%,147%[activator],14%,-11,-19%,11%,-6%
CSCCC(NC(=O)c1ccc([N+](=O)[O-])cc1Cl)C(=O)OCC(=O)NCC(F)(F)F (centres undefined),3%,?,-4%,-12%,6%,-1,22%,10%,1%
CCN(CC)C(=O)c1ccc(-c2cccs2)s1,8%,-12%,-15%,23%,-4%,-11,-13%,-2%,2%
CC1(C)CC(NC(=O)CC2CCCCC2)CC(C)(C)N1,1%,0%,5%,7%,8%,14,-1%,15%,0%
O=C1CC(c2ccccc2)CC(O)=C1C=NCCCN1CCOCC1 (centres undefined),?,-8%,2%,-3%,-3%,27,-1%,-1%,1%
CCOC(=O)c1cc(NC(=O)c2cccnc2)cc(C(=O)OCC)c1,-1%,0%,-4%,2%,4%,4,8%,5%,-7%
COc1cc(/C=N/NC2=NC(C)(C)Cc3ccccc32)cc(OC)c1OC,-13%,-6%,-31%,-19%[11.3 µM],17%,-7,?,-1%,-10%
O=C(CN1CCCC1)NCC12CC3CC(CC(C3)C1)C2,4%,4%,-2%,0%,-1%,-14,-15%,-13%,-9%
CC(C)c1nc(CNC(=O)CC2C(=O)NCCN2Cc2ccc(F)cc2Cl)cs1 (centres undefined),3%,22%,1%,-2%,-6%,-4,12%,-7%,-1%
C=C(c1ccccc1)c1ccc(N(C)C)cc1,9%,7%,-5%,-2%,1%,-10,-15%,-4%,-3%
Cc1ccc(NC(=O)Nc2ccccc2)cc1[N+](=O)[O-],-1%,?,4%,23%,23%,-14,-3%,18%,-5%
CC(=O)Nc1nn(C)c2nc3ccc(C)cc3cc12,2%,4%,0%,·,8%,-14,-2%,6%,-3%

# From PubChem BioAssay
